12-hLO inh: blocks human 12-lipoxygenase activity; P18054; purified 12-hLO, xylenol orange hydroperoxide absorbance; Potency, µM (doses to about 57.1 µM), for inactives: top-dose activity change, negative = inhibition, actives largely listed as inhibitors; 150,000 compounds, 0.12% hits; AID 1452; further: potency means the concentration at half of the fitted maximal effect; nearly all actives have a fitted effect of over 55% in size; many of its hits are not listed in these tables
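Hydroperoxide output read as Fe(III)-xylenol orange absorbance, 573-to-405 nm ratio, after 30 min reaction with 40 uM arachidonic acid. Enzyme: 150 nM purified human 12hLO, 15 min compound preincubation; 25 mM Hepes pH 7.0, room temperature.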
15-hLO-2 inh: blocks human 15-lipoxygenase 2 activity; O15296; purified 15hLO-2, xylenol orange hydroperoxide absorbance; Potency, µM (highest dose often 57.1 µM), for the others: at the top dose activity change, negative = inhibition, usual class: inhibitors; 110,000 compounds, 0.56% hits; further: potency means the concentration at half of the fitted maximal effect; nearly all actives have a fitted effect of over 60% in size; many of its hits are not listed in these tables
Target sequence (O15296 whole entry, looked up): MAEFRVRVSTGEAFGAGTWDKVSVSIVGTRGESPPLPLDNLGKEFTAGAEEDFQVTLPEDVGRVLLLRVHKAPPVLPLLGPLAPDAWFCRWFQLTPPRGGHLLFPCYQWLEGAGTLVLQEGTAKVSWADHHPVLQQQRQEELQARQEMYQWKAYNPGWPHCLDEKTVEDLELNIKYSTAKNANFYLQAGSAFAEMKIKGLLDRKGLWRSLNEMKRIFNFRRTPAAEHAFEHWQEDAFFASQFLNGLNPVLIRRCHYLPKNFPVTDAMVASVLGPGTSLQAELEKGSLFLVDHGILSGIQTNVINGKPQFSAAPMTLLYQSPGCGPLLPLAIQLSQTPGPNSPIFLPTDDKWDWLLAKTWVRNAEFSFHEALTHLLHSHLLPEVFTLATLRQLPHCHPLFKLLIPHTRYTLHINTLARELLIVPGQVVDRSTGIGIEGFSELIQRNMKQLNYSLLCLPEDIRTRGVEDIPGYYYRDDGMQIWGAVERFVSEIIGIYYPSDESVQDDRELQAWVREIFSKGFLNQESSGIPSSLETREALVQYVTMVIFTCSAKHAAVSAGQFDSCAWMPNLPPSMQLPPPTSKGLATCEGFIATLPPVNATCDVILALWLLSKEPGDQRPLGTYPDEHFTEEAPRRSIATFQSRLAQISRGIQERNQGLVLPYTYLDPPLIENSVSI
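Enzyme 50 nM, AA 45 uM, 25 mM Hepes pH 7.5 + 0.01% Triton X-100; cpd preinc 15 min RT, rxn 90 min RT; stop/detect with 200 uM XO + 300 uM Fe(II) in 50 mM H2SO4, 30 min; A573/A405.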
IMPase inh: IMPase inhibition in cells | inhibition (IP1 accumulation), % at 46.1 µM | 120,000 tested, under 10 active | CHO-M1 cells, IP1 accumulation, HTRF TR-FRET ratio; active means well fitted curve in the direction sought with a large enough effect in the signal ratio, not every such curve was filed as active; inconclusive means small, poorly fitted or top-dose-only effect, or a change in a side signal; inactive means no such curve, though single readings can be large or run the other way; the % refers to the signal ratio;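 further: cells stimulated with carbachol in lithium chloride buffer; plate controls were DMSO basal wells for no effect and reference inhibitor wells for full effect; higher means more IMPase inhibition seen as more IP1 and lower FRET ratio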
Target sequence (P97697 whole entry, looked up): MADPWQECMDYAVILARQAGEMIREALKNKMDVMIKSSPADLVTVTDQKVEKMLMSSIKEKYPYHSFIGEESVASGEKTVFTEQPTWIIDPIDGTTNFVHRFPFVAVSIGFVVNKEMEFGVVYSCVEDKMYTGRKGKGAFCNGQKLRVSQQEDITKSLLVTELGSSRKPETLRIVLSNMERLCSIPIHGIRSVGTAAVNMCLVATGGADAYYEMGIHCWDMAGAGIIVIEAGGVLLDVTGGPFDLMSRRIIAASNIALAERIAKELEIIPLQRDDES
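Cellular IMPase inhibition is scored as a rise in cytosolic IP1, detected by competitive TR-FRET between d2-labelled IP1 and a europium anti-IP1 antibody. M1-expressing CHO cells were stimulated with carbachol for 30 min at 37C, with lithium (50 mM LiCl) present in the buffer.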
PNC assembly inh: perinucleolar compartment assembly inhibition. PC3M PTB-GFP, PNC prevalence imaging, 16 h; hits give low values. activity change (PNC), negative = inhibition, % at 10 µM. 140,000 compounds, 3.1% hits. AID 2417;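 active means readout at or below -70, meaning at least 70% loss of cells showing the perinucleolar compartment, a nuclear body marking cancer cells; inconclusive means readout between -30 and a set limit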;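 further: plate controls were DMSO wells for no effect and camptothecin positive control wells for full effect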
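Compounds are pinned in duplicate onto adhered PC3M cells stably expressing GFP-tagged PTB and incubated 16 h at 37 C. Cells are then fixed, nuclei stained with Hoechst, and PNC-positive cells counted.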
Starred values were filed as active, the others as inactive; ? = inconclusive; . = not tested or not shown; [ ] = another dose, or the depositor's remark. Unless noted, the call rests on the fitted dose curve; in most records, active means well fitted curve in the direction sought with a large enough effect; inconclusive means small, poorly fitted or top-dose-only effect, or another doubt; inactive means no such curve, though single readings can be large; an effect the other way counts as inactive or inconclusive. Unless noted, on the % scale 0 is the no-effect control and ±100 the full control effect.

no.	Structure	12-hLO inh	15-hLO-2 inh
1	COc1ccc(OC)c(NS(=O)(=O)Cc2ccccc2)c1	0%	-27%
2	CCOc1ccc(NC(=O)CCCN2C(=S)NC(C)(C)CC2C)cc1 (stereo not given)	-18%	.
3	Cc1cc(C)c2nc3c(c(C(=O)O)c2c1)CCC3	0%	1%
4	Cc1cccc2cc(CN(Cc3ccco3)C(=O)Nc3cccc(C#N)c3)c(Cl)nc12	-5%	4%
5	C=CC#CC[N+]1(CC#Cc2ccccc2)CCOCC1	19%	.
6	CCn1c(SCC(=O)N/N=C/C(C)=C\c2ccco2)nnc1-c1ccccc1	-2%	.
7	O=S(=O)(c1ccc2ccccc2c1)N(CC(O)COCc1ccco1)c1ccccc1 (stereo not given)	-9%	-14%
8	COc1ccc(NS(=O)(=O)c2ccc(N)c(C(=O)O)c2)cc1	-3%	-3%
9	COC1=C2C[C@H](C)C[C@H](OC)[C@H](O)[C@@H](C)/C=C(/C)[C@H](OC(N)=O)[C@@H](OC)/C=C\C=C(\C)C(=O)NC(=CC1=O)C2=O	0%[0.00818 µM]	1%[0.0915 µM]
10	COc1cccc(NC(=O)CCCOc2cc(=O)n(C)c3ccccc23)c1	9%	4%
11	CN(CC(=O)N1CC=C(c2ccccc2)CC1)S(=O)(=O)c1cnc[nH]1	-3%	-6%
12	O=C(Nc1nc(-c2ccccc2)cs1)C1CCCN(S(=O)(=O)c2cccc([N+](=O)[O-])c2)C1 (stereo not given)	-11%	2%

no.	IMPase inh	PNC assembly inh
1	4	-14
2	.	18
3	-15	-8
4	7	?
5	.	-14
6	.	-24
7	9	11
8	0	63
9	.	.
10	-10	-8
11	-18	?
12	-2	7

Remaining list, next part
no.	Structure	12-hLO inh	15-hLO-2 inh
13	Cc1ccc(S(=O)(=O)NCCn2c(C)cc3ccccc32)cc1	-13%	-3%
14	COc1ccc2c(C)cc(N3CCN(c4ccc(F)cc4)CC3)nc2c1	0%	20%
15	COc1ccc(-c2c3c(nc4sc5c(Cl)nc(C)nc5c24)CCC3)cc1	3%	0%
16	CCC(C)NCCCOc1ccc(Cl)cc1C(C)(C)C (stereo not given)	-2%	.
17	Cc1ccc(CN2CCN(/N=C/c3cccs3)CC2)cc1	-1%	.
18	O=C1NCCCc2nc(Oc3ccccc3)sc21	2%	-1%
19	COC(=O)c1ccc(NC(=O)Nc2ccc(C)cc2)cc1	-9%	-4%
20	Cc1ccc2[nH]c3c(c2c1)CN(C(=O)CN(C)CC1OCCO1)CC3	-2%	15%
21	CC(C)(C)c1ccc(C(=O)Nc2ccc(N3CCOCC3)cc2)cc1	-9%	3%
22	Oc1c(C(Nc2cccc(C(F)(F)F)c2)c2cccnc2)ccc2cccnc12 (stereo not given)	-26%	.
23	CCCCCC(=O)Nc1nc(C)c(-c2csc(Nc3ccccc3OC)n2)s1	-27%	4%
24	O=C1C[C@H]2OCC=C3CN4CC[C@@]5(C(=O)O)[C@H](N1)[C@H]2[C@H]3C[C@H]45	0%[11.4 µM]	-3%[11.4 µM]

no.	IMPase inh	PNC assembly inh
13	-1	?
14	11	40
15	-10	?
16	.	?
17	.	-99*
18	18	21
19	0	?
20	-1	?
21	10	-28
22	.	-8
23	3	?
24	.	.

(listing goes on)
no.	Structure	12-hLO inh	15-hLO-2 inh
25	Cc1c(NC(=O)CC(O)(C(F)(F)F)C(F)(F)F)c(=O)n(-c2ccccc2)n1C	1%	0%
26	CCOc1ccccc1/C=C(\NC(=O)c1ccccc1)C(=O)NCCC(=O)O	9%	.
27	CC(=O)Nc1ccc(S(=O)(=O)Nc2cccc(N(C)S(C)(=O)=O)c2)cc1	-2%	5%
28	CN(C(=O)c1ccc(S(=O)(=O)N2CCCC2)cc1)C1CCCCC1	2%	0%
29	COC(=O)C(NC(C)=O)(Nc1nc2c(s1)CCCC2)C(F)(F)F (stereo not given)	-1%	25%
30	Cc1cc(O)c(C(C)(C)C)cc1Sc1cc(C(C)(C)C)c(O)cc1C	-3%	-16%
31	O=C(O)c1ccc(COc2ccc(CO)cc2Cl)cc1	-2%	1%
32	CCOC(=O)N/N=C/c1ccccc1F	-6%	1%
33	CCOC(=O)C(=NCCCN(C)C)NNc1ccc(Br)cc1	-27%	.
34	COC(=O)c1cc(NC(=O)c2ccc(-c3ccccc3)cc2)ccc1Cl	-2%	.
35	O=C(NCCc1ccccc1)c1noc2c1CCc1ccccc1-2	-10%	0%
36	COc1ccc(CCNC(=O)NC23CC4CC(CC(C4)C2)C3)cc1OC	-1%	7%

no.	IMPase inh	PNC assembly inh
25	7	5
26	.	28
27	4	37
28	0	-4
29	9	-7
30	.	.
31	8	21
32	1	90
33	.	42
34	.	-6
35	2	-22
36	4	-7

(listing goes on)
no.	Structure	12-hLO inh	15-hLO-2 inh
37	CC(C)C1N=C(c2ccc3c(c2)OCO3)CC(c2ccccc2O)N1 (stereo not given)	-7%	-11%
38	CC(=O)c1cccc(N(C(=O)c2ccccn2)C(C(=O)NC2CCCCC2)c2cccs2)c1 (stereo not given)	3%	-17%[11.4 µM]
39	Cc1ccc(S(=O)(=O)N2CCCC(C(=O)NCCC3=CCCCC3)C2)cc1 (stereo not given)	0%	-2%
40	CCNC(=S)N/N=C(\C)c1ccc2c(c1)OCCO2	-26%	.
41	CN1C[C@@H]2C(c3ccc(C(F)(F)F)cc3)C3(c4ccccc4)CC2(C3)[C@H]1c1ccccc1 (stereo not given in full)	3%	3%
42	CCOc1ccc(Cn2ccnc2CCl)cc1[N+](=O)[O-]	-9%	0%
43	O=C1NC(c2ccccc2)C(C(=O)c2cccs2)=C1O (stereo not given)	-3%	9%
44	COc1ccc(N(CC(=O)NN=C2CCCCCCC2)S(=O)(=O)c2ccccc2)cc1	-7%	-2%
45	Cc1cc(C)c2[nH]c(=O)c(CN(C(=O)C3CCCO3)C3CCCC3)cc2c1 (stereo not given)	4%	-6%
46	COc1ccccc1NC(=S)N(Cc1ccco1)Cc1cc2cccc(C)c2[nH]c1=O	-3%	.
47	CCN(c1ccccc1)S(=O)(=O)c1ccc(Cl)c(NC(=O)COC(=O)c2ccc(O)cc2)c1	2%	.
48	CCOc1cc(CNCC2CCCO2)cc(Br)c1OCC(N)=O (stereo not given)	2%	0%

no.	IMPase inh	PNC assembly inh
37	-3	18
38	?	-19
39	2	12
40	.	-8
41	.	.
42	-6	-4
43	?	-107*
44	5	-20
45	-3	21
46	.	24
47	3	-29
48	-7	?

Carrying on.
no.	Structure	12-hLO inh	15-hLO-2 inh
49	Cc1ccccc1-c1nnc(SCc2ccc(F)cc2)o1	8%	3%
50	Cc1ccc(C(=O)Nc2onc(C)c2C#N)cc1	2%	3%
51	O=C(c1ccccc1)N1CCN(c2ccc(NCc3ccc4c(c3)OCO4)cc2)CC1	?	20µM*
52	CC(C)NC(=O)NC(=O)CSc1nnc(COc2ccccc2F)n1C(C)C1CC2CCC1C2 (stereo not given)	-16%	-11%
53	CC1CCC2(CC1)SCC(=O)N2c1ccccc1 (stereo not given)	0%	.
54	O=c1oc2ccccc2n1Cn1c(=O)oc2ccccc21	1%	-3%
55	Cc1ccccc1C(O)c1ccncc1 (stereo not given)	0%	-2%
56	Cc1ccc(C)c(Cn2c(=O)n(CCCC(=O)NCc3ccco3)c(=O)c3ccccc32)c1	0%	.
57	CC1(C)C(=O)C2(CCCCC2)C(=O)OC1c1cccc([N+](=O)[O-])c1 (stereo not given)	-6%	.
58	CCc1ccccc1NC(=O)CN(C)S(=O)(=O)c1ccc2c(c1)c(=O)n(C)c(=O)n2C	7%	-1%
59	CCc1nnc(NC(=O)CSc2nnc3c(C)cc4c(C)ccc(C)c4n23)s1	0%	.
60	OCCCc1nc2n(n1)C(c1ccccc1)C=C(c1ccccc1)N2 (stereo not given)	1%	-17%

no.	IMPase inh	PNC assembly inh
49	20	-13
50	4	16
51	22	?
52	-3	?
53	?	?
54	4	?
55	-6	-5
56	.	32
57	2	23
58	-2	-3
59	0	-113*
60	-2	-24

Profiles, looked up by structure:
CC1(C)C(=O)C2(CCCCC2)C(=O)OC1c1cccc([N+](=O)[O-])c1 (stereo not given) across the screens: 12-hLO inh = -6%; 15-hLO-2 inh = .; IMPase inh = 2; PNC assembly inh = 23
CC(C)NC(=O)NC(=O)CSc1nnc(COc2ccccc2F)n1C(C)C1CC2CCC1C2 (stereo not given) across the screens: 12-hLO inh = -16%; 15-hLO-2 inh = -11%; IMPase inh = -3; PNC assembly inh = ?
O=C(c1ccccc1)N1CCN(c2ccc(NCc3ccc4c(c3)OCO4)cc2)CC1 across the screens: 12-hLO inh = ?; 15-hLO-2 inh = 20µM*; IMPase inh = 22; PNC assembly inh = ?

(more compounds)
no.	Structure	12-hLO inh	15-hLO-2 inh
61	Cc1noc(NS(=O)(=O)c2ccc(NC(=O)CSc3nc4c(cc3C#N)CCCC4)cc2)c1C	-2%	-25%
62	COc1ccc(Oc2nc3ccccc3n(C)c2=O)cc1	2%	0%
63	COc1cccc(OCC(=O)NNC(=O)C(=O)N2CCCC2)c1	5%	.
64	O=c1[nH]ccc2c(S(=O)(=O)N3CCCNCC3)cccc12	1%[0.00818 µM]	-1%[0.0915 µM]
65	COc1ccc(CCNC(=O)Cc2ccc(OCc3ccccc3)c(OC)c2[N+](=O)[O-])cc1OCc1ccccc1	-9%	-12%
66	CCC(C)NC(=O)CC(c1ccc(OC)cc1)n1cccc1 (stereo not given)	-2%	9%
67	CCCCC(=O)NS(=O)(=O)c1ccc(N=NN2CCOCC2)cc1	-2%	.
68	CC(=O)Nc1ccc(SC(C)C(=O)NC(N)=O)cc1 (stereo not given)	4%	-5%
69	CC(C)(C)C(=O)C[n+]1ccc(C(N)=O)cc1	2%	.
70	C1=C(c2ccccc2)N2CCN=C2S1	7%	4%
71	O=C(NNC(=S)NC(=O)c1ccccc1[N+](=O)[O-])c1ccccc1	-11%	.
72	COc1ccc(OC)c(C(=O)c2ccc(C(=O)Nc3cccc4ccccc34)cc2)c1	-2%	.

no.	IMPase inh	PNC assembly inh
61	-3	?
62	12	13
63	.	-14
64	.	.
65	13	-101*
66	2	-9
67	.	-16
68	3	3
69	-3	28
70	6	-12
71	1	?
72	.	56

Remaining list, next part
no.	Structure	12-hLO inh	15-hLO-2 inh
73	COc1ccccc1-n1cnnc1SC(C)C(=O)Nc1cccc([N+](=O)[O-])c1 (stereo not given)	-2%	.
74	CC1=C(C(=O)Nc2cccnc2)C(c2ccc3c(c2)OCO3)C2=C(CCCC2=O)N1 (stereo not given)	-3%	-6%
75	Cc1nnc(NC(=O)CSc2nnc(CNC(=O)c3ccccc3)n2-c2ccccc2)s1	1%	-4%
76	CCC(CC)C(=O)NCCc1ccc(S(N)(=O)=O)cc1	-4%	0%
77	c1ccc(C2CNCc3c2ccc2ccccc32)cc1 (stereo not given)	-2%	.
78	O=C(Nc1nc(-c2ccccc2)cs1)c1ccc2c(=O)n3c(nc2c1)CCCCC3	-2%	.
79	CCC(Sc1ccc(C(=O)O)cc1)C(=O)O (stereo not given)	3%	.
80	CCCC(=O)Nc1ccc(OC[C@@H](O)CNC(C)C)c(C(C)=O)c1	0%[25.6 µM]	0%[25.6 µM]
81	CC(C)(C)C(=O)c1cnc(Nc2ccccc2)s1	0%	31%[activator]

no.	IMPase inh	PNC assembly inh
73	13	3
74	4	33
75	1	-1
76	-9	?
77	.	40
78	1	-3
79	?	-7
80	0[20.6 µM]	.
81	11	-6

Compound activity: PubChem, National Center for Advancing Translational Sciences (NCATS)

An excerpt; count on the stated rates, not on these rows.
